Rab2A wt mod = changes GTP binding to wildtype dog Rab2A, up or down; GTP binding activity, % at 10 µM; P61105; 190,000 tested, 0.19% active; GST-Rab2 wt beads, Bodipy-GTP binding, flow cytometry;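 active means GTP binding activity at least 20 points away from 100%, either lowered or raised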;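 further: 0% = beads with excess unlabeled GTP and 100% = no-compound control corrected for plate trend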
Rac1 wt GTP bind = modulators of human Rac1 wildtype GTP binding. P63000. GST-Rac1 beads, fluorescent GTP binding, flow cytometry; actives lie on both sides; 0 = cold GTP competed, 100 = untreated. GTP binding activity (% of control), % at 10 µM. 190,000 tested, 0.27% active;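 active means GTP binding activity at least 20 points away from the 100% control level, either lower or higher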
ABCG2 block = human ABCG2 inhibition, ABCB1 as counter-screen. Q9UNQ0. IgMXP3 cells, JC-1 efflux, flow cytometry. inhibition, % at 6.6 µM. 190,000 tested, 0.1% active;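 active means inhibition above 80%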;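 further: 0% = DMSO and 100% = nicardipine control wells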
Target sequence (Q9UNQ0 whole entry, looked up): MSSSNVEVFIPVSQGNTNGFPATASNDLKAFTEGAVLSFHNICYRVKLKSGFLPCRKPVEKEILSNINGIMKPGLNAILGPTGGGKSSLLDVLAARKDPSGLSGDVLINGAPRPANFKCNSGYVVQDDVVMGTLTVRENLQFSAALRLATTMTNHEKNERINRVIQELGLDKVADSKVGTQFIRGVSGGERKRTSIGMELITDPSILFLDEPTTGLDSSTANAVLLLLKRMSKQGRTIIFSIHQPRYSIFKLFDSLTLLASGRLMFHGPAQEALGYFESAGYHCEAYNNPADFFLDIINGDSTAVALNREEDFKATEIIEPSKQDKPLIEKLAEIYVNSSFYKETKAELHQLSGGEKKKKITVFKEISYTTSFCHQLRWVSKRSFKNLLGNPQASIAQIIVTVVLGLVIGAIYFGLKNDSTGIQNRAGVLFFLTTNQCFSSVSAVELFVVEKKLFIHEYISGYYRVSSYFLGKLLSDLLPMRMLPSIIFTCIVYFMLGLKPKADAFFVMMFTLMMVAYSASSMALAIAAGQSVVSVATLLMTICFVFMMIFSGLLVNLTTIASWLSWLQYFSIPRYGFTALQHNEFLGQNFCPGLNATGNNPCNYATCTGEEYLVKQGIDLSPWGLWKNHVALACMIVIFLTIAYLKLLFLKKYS
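Measure – % inhibition of efflux relative to nicardipine and DMSO · Test system – ABCG2 IgMXP3 and barcoded ABCB1 CCRF-Adr cell mix · Control set – nicardipine as high control, DMSO as low control · Compound – one concentration, 6.6 µM final · Signal – flow cytometry of retained JC-1 fluorescence · Timing – 10 min exposure at 25 °C with rotation, no wash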
GSH bead fluor = GSH bead compound fluorescence profile. 190,000 tested, 0.25% active. AID 1776. fluorescence (KMESF) at 10 µM. GSH beads flow cytometry, compound fluorescence 488/530 nm; stronger effect = higher value; in the data active means fluorescence above about 89;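 further: glutathione beads carrying GST-tagged Bcl family fusion proteins plus one bare bead set; values are compound well signal with DMSO vehicle wells as background; inactives centre near 16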
Rab7 wt GTP bind = alters GTP binding to wildtype dog Rab7; GST-Rab7 beads, fluorescent GTP binding, flow cytometry; actives lie on both sides; untreated = 100%, excess cold GTP = 0%; GTP binding activity (percent of control), % at 10 µM; 190,000 tested, 0.055% active; AID 758;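 active means fluorescent GTP binding to Rab7 beads changed by at least 20 points from the 100% baseline, either direction, mostly lower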;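 further: median green fluorescence of bound Bodipy-FL-GTP per Rab7 bead population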
ABCB1 block = inhibitors of human ABCB1 transporter, ABCG2 counter-screen; P08183; CCRF-Adr cells, JC-1 efflux, flow cytometry; inhibition, % at 6.6 µM; 190,000 tested, 0.067% active; AID 1326; in the data active means inhibition above about 40%;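 further: 0% = vehicle and 100% = reference inhibitor; higher value means more JC-1 retained so stronger ABCB1 efflux block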
Rac1 mut GTP = alters GTP binding to activated mutant human Rac1. P63000. GST-Rac1 activated beads, fluorescent GTP binding, flow cytometry; actives lie on both sides; 100% means binding = to untreated wells. percent activity (GTP binding), % at 10 µM. 190,000 tested, 0.11% active;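 active means GTP binding at least 20 percentage points away from the 100% baseline, in either direction, so actives lie on both sides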
Cdc42 wt = human Cdc42 wildtype GTP binding change, either direction; GST-Cdc42 beads, Bodipy-GTP binding, flow cytometry; actives lie on both sides; 190,000 tested, 0.2% active; percent activity (GTP binding), % at 10 µM; P60953;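 active means percent activity GTP binding at least 20 points away from the 100% baseline, either down as inhibitor or up as activator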;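 further: median bead fluorescence of bound Bodipy-FL-GTP at 100 nM; 0% = excess unlabeled GTP control and 100% = no compound control; below 100% means less GTP binding so inhibitor and above means activator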
Pf gamet viab = P. falciparum stage V gametocyte viability inhibition; P. falciparum stage V gametocytes, ATP luminescence, 24 h; AID 743093; inhibition, % at 10.9 µM; 150,000 tested, 0.065% active;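 active means inhibition above the mean plus 3 SD of compounds within the control limits, set per campaign, cut at about 38% in these data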;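 further: 0% = DMSO wells and 100% = medium only without gametocytes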
Avidin bead fluor = compound fluoresces at 488/530 nm on avidin beads | compound fluorescence 488/530 nm, flow cytometry; stronger effect = higher value | fluorescence (KMESF) at 10 µM | 220,000 tested, 0.38% active; in the data active means fluorescence above about 47; further: inactives centre near 10
HRas wt GTP bind = human HRas wildtype GTP binding, change in either direction | P01112 | GST-Ras wt beads, Bodipy-FL-GTP binding, flow cytometry; actives lie on both sides | GTP binding activity, % at 10 µM | 190,000 tested, 0.14% active | AID 759;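 active means GTP binding activity at least 20% away from the 100% baseline, either lowered as inhibitor or raised as activator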;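 further: 0% = unlabeled GTP competition control and 100% = no-compound control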
Target sequence (P01112 whole entry, looked up): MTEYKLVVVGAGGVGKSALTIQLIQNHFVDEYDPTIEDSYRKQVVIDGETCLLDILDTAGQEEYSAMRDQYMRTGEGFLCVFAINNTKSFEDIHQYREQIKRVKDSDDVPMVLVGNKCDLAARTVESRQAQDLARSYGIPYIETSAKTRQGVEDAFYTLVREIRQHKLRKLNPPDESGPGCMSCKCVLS
The depositor's hits bear a star; . = not tested or not shown.

Structure	Rab2A wt mod	Rac1 wt GTP bind	ABCG2 block	GSH bead fluor	Rab7 wt GTP bind	ABCB1 block	Rac1 mut GTP	Cdc42 wt	Pf gamet viab	Avidin bead fluor	HRas wt GTP bind
O=C1CC(c2ccccc2)CC(O)=C1C=NC1CCCCCC1 (stereo not given)	98	98	9	27	99	1.7	95	99	.	13	101
COCCCNC(=O)Cc1ccccc1OC	102	108	1	25	100	0.3	100	104	.	33	103
CC(=O)NC1(C(F)(F)F)C(=O)NC(C)=C1C#N (stereo not given)	100	106	20	26	100	3.0	99	99	9	42	100
CCOC(=O)C(C(=O)NCc1ccc(F)cc1)c1ncc(C(F)(F)F)cc1Cl (stereo not given)	102	103	2	35	99	-0.4	99	98	21	8	100
COc1ccc(NC(=O)c2cc3ccccn3n2)cc1	97	101	4	25	94	0.6	98	100	.	4	98
O=C(CSC1CC(=O)N(CCc2ccccc2)C1=O)Nc1cccc(Cl)c1 (stereo not given)	97	96	6	17	96	0.6	98	91	-1	16	99
CCN(CC)S(=O)(=O)c1cc([N+](=O)[O-])ccc1NNC(=O)Nc1ccc(F)cc1	98	99	-2	15	97	-1.5	96	99	-2	3	98
CCCS(=O)(=O)N1CCCC(C(=O)N2CCC(Cc3ccccc3)CC2)C1 (stereo not given)	95	102	4	57	97	1.2	95	99	.	7	98
Nc1nonc1-c1nc2ccccc2[nH]1	103	107	12	32	99	0.5	101	104	.	15	100
Cc1cc(C)n(CC(=O)n2c3c(c4ccccc42)CCCC3)n1	101	111	7	44	101	0.4	100	103	-9	.	100

Arranged by molar mass (descending): part of the list above.
Structure	Rab2A wt mod	Rac1 wt GTP bind	ABCG2 block	GSH bead fluor	Rab7 wt GTP bind	ABCB1 block	Rac1 mut GTP	Cdc42 wt	Pf gamet viab	Avidin bead fluor	HRas wt GTP bind
CCN(CC)S(=O)(=O)c1cc([N+](=O)[O-])ccc1NNC(=O)Nc1ccc(F)cc1	98	99	-2	15	97	-1.5	96	99	-2	3	98
CCOC(=O)C(C(=O)NCc1ccc(F)cc1)c1ncc(C(F)(F)F)cc1Cl (stereo not given)	102	103	2	35	99	-0.4	99	98	21	8	100
Cc1cc(C)n(CC(=O)n2c3c(c4ccccc42)CCCC3)n1	101	111	7	44	101	0.4	100	103	-9	.	100
COc1ccc(NC(=O)c2cc3ccccn3n2)cc1	97	101	4	25	94	0.6	98	100	.	4	98
CC(=O)NC1(C(F)(F)F)C(=O)NC(C)=C1C#N (stereo not given)	100	106	20	26	100	3.0	99	99	9	42	100
COCCCNC(=O)Cc1ccccc1OC	102	108	1	25	100	0.3	100	104	.	33	103
Nc1nonc1-c1nc2ccccc2[nH]1	103	107	12	32	99	0.5	101	104	.	15	100

The list continues.
Structure	Rab2A wt mod	Rac1 wt GTP bind	ABCG2 block	GSH bead fluor	Rab7 wt GTP bind	ABCB1 block	Rac1 mut GTP	Cdc42 wt	Pf gamet viab	Avidin bead fluor	HRas wt GTP bind
COc1ccc(C2CC(c3ccc4ccccc4c3OC(C)=O)=NN2C(=O)/C=C/c2ccccc2)cc1 (stereo not given)	99	103	-1	12	100	1.5	97	98	-25	14	98
Cc1ccc(S(=O)(=O)NC(CC(=O)O)c2ccco2)cc1 (stereo not given)	99	109	8	21	100	1.7	98	102	.	22	100
COc1ccc(S(=O)(=O)CCC(=O)N2CC(=O)N(CCc3ccccc3)C(=O)C2)cc1	101	110	-1	22	102	0.1	100	103	-12	35	102
N#Cc1nc(-c2ccco2)oc1NCCN1CCOCC1	99	104	0	21	99	0.1	101	100	.	36	101
COc1ccc2c(Cl)c(-c3nnc(SCC(N)=O)n3C)sc2c1	99	106	-2	23	102	-2.5	99	104	.	9	102
Cc1ccc(S(=O)(=O)NC2(C(F)(F)F)C(=O)Nc3c2c(=O)[nH]c(=O)n3-c2ccccc2)cc1 (stereo not given)	99	103	2	5	99	1.3	97	99	.	88*	97
O=S(=O)(Nc1nc2c(s1)CCCC2)c1ccc2ccccc2c1	94	97	0	15	92	0.4	93	95	.	4	95
CC(C)(C)CC(=O)NCc1ccc(F)cc1	106	111	1	30	99	0.8	104	107	.	7	104
CCOC(=O)NC(=O)CSc1nc2ccc(C)cc2[nH]1	99	96	3	13	101	0.8	97	96	23	15	98
CCOC(=O)c1cncc(C(=O)O)c1	103	107	1	22	101	0.1	102	107	-9	5	106
COc1ccc(/C=C2\CCCC3C2=NN(C(=O)CSc2n[nH]c(N)n2)C3c2ccc(OC)cc2)cc1 (stereo not given)	97	105	0	10	100	0.0	98	98	4	20	99
O=c1c(Cl)c(Cl)cnn1Cc1nnc(-c2ccc(Cl)cc2)o1	93	88	0	10	101	0.2	92	90	.	11	94
COc1ccc(C(c2sc3ncnn3c2O)N2CC(C)OC(C)C2)cc1OC (stereo not given)	105	111	-1	18	106	-1.0	105	104	.	7	104
O=C(CC1S/C(=N/N=C/c2c[nH]c3ccc(OCc4ccccc4)cc23)NC1=O)Nc1ccccc1 (stereo not given)	101	103	-11	14	101	1.1	99	100	2	1	99
CN(C)S(=O)(=O)c1cccc(NC(=S)NCCCn2ccnc2)c1	99	104	4	16	96	0.7	101	102	15	11	99
CCS/C(N)=N/N=C/c1cc(C)ccc1O	95	97	3	13	94	0.2	98	98	.	4	96
O=C(COc1cccc(NC(=O)c2cccs2)c1)c1ccc(F)cc1	98	101	10	16	103	1.6	98	100	14	17	97
CCOC(=O)C1=C(C)NC(=O)NC1c1ccc(-c2ccccc2F)o1 (stereo not given)	99	106	9	10	99	0.6	100	100	-10	8	102
O=C(CCl)Nc1ccc(-c2ccccc2)cc1	96	98	0	10	93	-0.1	95	94	24	4	98
Cn1c(=O)c2c(nc(Br)n2CCc2ccccc2)n(C)c1=O	95	91	9	9	96	0.6	94	91	12	18	92

Marked active in Avidin bead fluor, among the entries above:
mol	Rab2A wt mod	Rac1 wt GTP bind	GSH bead fluor	Rab7 wt GTP bind	Rac1 mut GTP	Cdc42 wt	Avidin bead fluor	HRas wt GTP bind
Cc1ccc(S(=O)(=O)NC2(C(F)(F)F)C(=O)Nc3c2c(=O)[nH]c(=O)n3-c2ccccc2)cc1 (stereo not given)	99	103	5	99	97	99	88*	97

Further compounds:
Structure	Rab2A wt mod	Rac1 wt GTP bind	ABCG2 block	GSH bead fluor	Rab7 wt GTP bind	ABCB1 block	Rac1 mut GTP	Cdc42 wt	Pf gamet viab	Avidin bead fluor	HRas wt GTP bind
Cc1ccc(NC(=O)COC(=O)Cn2cnc3ccccc32)c([N+](=O)[O-])c1	89	97	11	17	94	0.2	94	91	9	11	93
COc1ccc(/C=C/C(=O)OCC(=O)Nc2ccc(N3CCOCC3)cc2)cc1	98	96	3	8	101	0.2	92	94	7	22	96
COc1ccc(NC(=O)C(c2ccccc2)c2ccccc2)cn1	95	96	3	14	94	0.8	98	99	-4	10	97
Fc1ccc(Br)cc1C1C=C(c2ccc(Br)cc2)Nc2ncnn21 (stereo not given)	100	103	0	38	101	0.3	99	101	.	9	100
COc1ccccc1OCC(=O)N1CC2(C)CC1CC(C)(C)C2 (stereo not given)	99	107	2	41	104	0.5	100	103	.	7	103
CCN(CC)CCn1c(OC)cc(=O)[nH]c1=O	103	107	3	21	101	0.3	101	106	-33	17	101
COc1ccccc1C(CNC(=O)c1ccc(S(=O)(=O)NCc2ccco2)cc1)N(C)C (stereo not given)	95	99	-1	7	101	0.0	99	100	5	15	99
COc1ccc(C(C(=O)NC2CCCC2)N(Cc2ccc(F)cc2)C(=O)c2ccn[nH]2)cc1OC (stereo not given)	100	106	2	37	99	0.0	99	103	-7	12	103
Cc1nc2cc(NC(=O)N3CCN(c4ccccn4)CC3)ccc2o1	102	103	4	28	101	0.2	100	101	.	6	101
CCN(CC)C(=O)C1CCCN(C/C(C)=C/c2ccccc2)C1 (stereo not given)	100	103	11	23	99	1.1	98	99	.	29	101
Cc1nnc(SCC(=O)Nc2cc(C(F)(F)F)ccc2N2CCOCC2)o1	95	96	-2	24	91	-2.5	97	96	-14	17	97
CCN(c1ccc(NC(=O)COC(=O)CCc2nc3ccccc3n2-c2ccccc2)cc1)C(C)C	98	104	18	11	100	2.6	98	97	-7	10	99
CCOc1cc(C)c(Cl)cc1S(=O)(=O)NCc1ccc2c(c1)OCO2	97	96	4	27	99	0.5	96	96	-6	10	96

Compound activity deposited in PubChem by several laboratories.
